# Tn6 DDE FP = inhibitors of Tn6 peptide binding to fibrin DD(E), primary screen, biochemical, fluorescence polarization, human fibrin, Tn6 probe | AID 720509, 2013 | Fibrin DD(E) TRITC-Tn6 fluorescence polarization displacement | actives 0.21% (n = 370,000) | Fibrinogen beta chain (Homo sapiens), P02675 | inhibition, % at 8.3 µM;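 active = inhibition above a per-campaign cutoff: mean of compounds within control limits plus 3 SD, cut at about 15% in these data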;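 note: 0% = median of all compound wells on the plate and 100% = blocking peptide control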
# PLC-gamma1 inh = PLC-gamma1 enzyme inhibitors, primary screen, biochemical, fluorescence, purified enzyme. 1-phosphatidylinositol 4,5-bisphosphate phosphodiesterase gamma-1 (Homo sapiens), P19174. fluorogenic substrate. inhibition, % at 12.2 µM. actives 0.84% (n = 370,000). AID 720700, 2013; in the data active = inhibition above about 9.5%
# MBD2 DNA inh = inhibitors of MBD2 binding to methylated DNA, primary screen, biochemical, TR-FRET, DNA-binding domain, human | Methyl-CpG-binding domain protein 2 (Homo sapiens), Q9UBB5 | MBD2 binding to methylated oligonucleotide | inhibition, % at 4.4 µM | actives 0.31% (n = 370,000); in the data active = inhibition above about 13%
# ARFGAP1 inh = inhibitors of rat ARFGAP1 GAP activity, primary screen, biochemical, fluorescence polarization, GDP tracer | ADP-ribosylation factor GTPase-activating protein 1 (Rattus norvegicus), Q62848 | Arfgap1-stimulated ARF1 GTP hydrolysis, GDP FP detection | inhibition, % at 16.5 µM | actives 0.26% (n = 360,000) | AID 651572, 2012;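 active = inhibition above a per-plate limit, mean inhibition of low control wells plus 3 SD, cut at about 25% in these data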;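 note: 0% = DMSO wells with enzyme and 100% = wells lacking Arfgap1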
#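 Material: truncated rat Arfgap1 GAP domain; Incubation: compound-enzyme preincubation 20 min, reaction 120 min, detection 60 min, 25 °C; Read-out: percent inhibition of Arfgap1-stimulated GTP hydrolysis; Technique: FP, GDP Alexa 633 tracer displaced from anti-GDP antibody, 620/688 nm; Controls: No-Arfgap1 wells (100%) versus DMSO full-reaction wells (0%); Replication: single well per compound.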
# ASAP1 inh = inhibitors of human ASAP1 ArfGAP activity, primary screen, biochemical, fluorescence polarization; actives 0.19% (n = 360,000); ASAP1-stimulated ARF1 GTP hydrolysis, GDP FP detection; Arf-GAP with SH3 domain, ANK repeat and PH domain-containing protein 1 (Homo sapiens), …; inhibition, % at 16.5 µM; in the data active = inhibition above about 25%;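 note: 0% = vehicle with enzyme and substrate and 100% = no enzyme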
# UHRF1 MBD2 ctr = UHRF1 methylated DNA binding inhibitors, primary screen, counter-screen for MBD2 inhibitor project, biochemical, TR-FRET, human UHRF1, single concentration. inhibition, % at 4.4 µM. E3 ubiquitin-protein ligase UHRF1 (Homo sapiens), Q96T88. UHRF1 binding to methylated oligo. actives 0.75% (n = 370,000). AID 687016, 2013; in the data active = inhibition above about 21%;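 note: UHRF1 SRA domain binding a hemimethylated CpG hairpin DNA probe; 0% = median of test compound wells and 100% = reference inhibitor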
# Tn7 DDE FP = inhibitors of Tn7 peptide binding to fibrin DD(E), primary screen, biochemical, fluorescence polarization, human fibrin, Tn7 probe; Fibrinogen beta chain (Homo sapiens), P02675; FP displacement of FITC-Tn7 peptide from fibrin DD(E); 0% = median of compound wells per plate; inhibition, % at 8.3 µM; actives 0.13% (n = 370,000); AID 720508, 2013;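 active = inhibition above the mean of compounds falling within the control limits plus 3 SD of them, cut at about 14% in these data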;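 note: 0% = plate median of compound wells and 100% = 10 µM Aha-Tn7 peptide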
#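 Assay system: human fibrin DD(E) protein / Input: 2 µM fibrin DD(E) / Benchmarks: high control of 10 µM Aha-Tn7 peptide / Measured by: fluorescence polarization of the labelled Tn7 tracer / Medium: Tris buffer with calcium and detergent, pH 7.8 / Timing: 10 min compound pre-incubation, 3 h probe incubation at room temperature / Repeats: one replicate per compound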
# KLK7 zymogen act = proKLK7 zymogen activators, primary screen, biochemical, fluorescence intensity; purified proKLK7, EDANS-DABCYL substrate fluorescence; 100% is mature enzyme control, 0% vehicle; activation, % at 7 µM; AID 652039, 2013; actives 0.9% (n = 370,000); Kallikrein-7 (Homo sapiens), P49862;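 active = activation above the mean of all tested compounds plus 3 SD, computed per campaign excluding outliers beyond control limits, cut at about 13% in these data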
# ADAM17 inh = ADAM17 inhibitors, primary screen, biochemical, QFRET. inhibition, % at 6.95 µM. AID 720648, 2013. Disintegrin and metalloproteinase domain-containing protein 17 (Homo sapiens), P78536. actives 0.83% (n = 370,000). recombinant ADAM17, EDANS/DABCYL FRET peptide cleavage;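 active = inhibition above the mean of compounds lying between control limits plus 3 SD, set per campaign, cut at about 8.5% in these data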;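 note: 0% = DMSO-only wells as the low control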
# PLC-beta3 inh = human PLC-beta3 inhibitors, primary screen, biochemical, fluorescence | 1-phosphatidylinositol 4,5-bisphosphate phosphodiesterase beta-3 (Homo sapiens), Q01970 | Purified PLC-beta3, fluorogenic substrate | inhibition, % at 12.2 µM | actives 0.18% (n = 370,000) | AID 720704, 2013; in the data active = inhibition above about 11%;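 note: 0% = median of compound wells on plate and 100% = full blocker control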
# Target sequence (Q01970 whole entry, looked up): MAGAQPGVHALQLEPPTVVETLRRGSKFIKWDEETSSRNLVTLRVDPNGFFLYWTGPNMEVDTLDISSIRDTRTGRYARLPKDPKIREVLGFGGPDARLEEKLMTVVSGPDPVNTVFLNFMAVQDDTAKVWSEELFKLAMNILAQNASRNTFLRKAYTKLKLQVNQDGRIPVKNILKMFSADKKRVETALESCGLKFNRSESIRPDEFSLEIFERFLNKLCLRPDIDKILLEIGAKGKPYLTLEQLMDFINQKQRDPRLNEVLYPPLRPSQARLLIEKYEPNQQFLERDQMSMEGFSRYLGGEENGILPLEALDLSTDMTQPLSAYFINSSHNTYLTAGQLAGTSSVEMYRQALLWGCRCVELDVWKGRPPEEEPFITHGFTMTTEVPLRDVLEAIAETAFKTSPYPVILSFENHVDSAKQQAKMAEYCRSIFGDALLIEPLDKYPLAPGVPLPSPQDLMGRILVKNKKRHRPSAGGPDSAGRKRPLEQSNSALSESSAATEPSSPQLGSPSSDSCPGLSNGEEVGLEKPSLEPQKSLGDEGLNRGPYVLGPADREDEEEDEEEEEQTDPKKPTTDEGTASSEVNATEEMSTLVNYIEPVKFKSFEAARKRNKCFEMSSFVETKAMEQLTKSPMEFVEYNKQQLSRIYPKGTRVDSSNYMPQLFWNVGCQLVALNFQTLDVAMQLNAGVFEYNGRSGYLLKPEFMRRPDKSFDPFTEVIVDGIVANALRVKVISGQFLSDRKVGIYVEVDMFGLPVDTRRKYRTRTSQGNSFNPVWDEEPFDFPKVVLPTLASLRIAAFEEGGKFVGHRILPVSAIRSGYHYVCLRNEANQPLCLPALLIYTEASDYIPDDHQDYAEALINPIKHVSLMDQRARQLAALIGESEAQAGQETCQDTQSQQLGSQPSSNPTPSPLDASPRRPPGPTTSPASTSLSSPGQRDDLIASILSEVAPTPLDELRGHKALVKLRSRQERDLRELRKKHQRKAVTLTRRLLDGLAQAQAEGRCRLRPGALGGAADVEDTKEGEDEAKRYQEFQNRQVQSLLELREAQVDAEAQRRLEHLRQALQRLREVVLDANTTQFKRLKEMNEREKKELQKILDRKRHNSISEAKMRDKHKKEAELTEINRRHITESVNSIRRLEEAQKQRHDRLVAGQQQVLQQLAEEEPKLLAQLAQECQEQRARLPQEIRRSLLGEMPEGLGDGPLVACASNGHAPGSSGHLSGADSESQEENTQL
# * marks the source's active call; other numbers are inactive results; · = not tested or not shown.
no.	canonical_smiles	PLC-gamma1 inh	UHRF1 MBD2 ctr	ADAM17 inh	MBD2 DNA inh	KLK7 zymogen act	Tn7 DDE FP	ARFGAP1 inh	PLC-beta3 inh	ASAP1 inh	Tn6 DDE FP
1	CN1OC(COC(=O)c2ccc(Cl)cc2Cl)CC1c1ccccc1 (stereo not given)	2	-4	1	3	0.1	11	-4	0	-7	5
2	CCOC(=O)c1cocc1C(=O)O	2	-2	1	-1	-0.4	6	-5	3	-4	7
3	COc1ccc([C@H]2CC(=O)C=C(c3ccc(Cl)c(C(F)(F)F)c3)C2)cc1OC	-4	-1	3	-1	0.1	3	8	-9	-2	-1
4	COc1cc(CCC(=O)OCC(=O)Nc2ccc(F)c(F)c2)cc(OC)c1OC	1	-1	-3	5	-0.5	-2	1	2	6	-3
5	CCOc1ccccc1CN1CCNC(=O)C1CC(=O)NCc1cc(C)n(C)n1 (stereo not given)	0	2	-7	4	-0.6	5	12	-19	5	-11
6	CCOC(=O)C1CCN(S(=O)(=O)c2cc(Cl)c(C)cc2OC)CC1	0	2	-2	2	0.5	-1	-2	1	5	7
7	COc1nc(-c2ccc3c(c2)OCO3)n(-c2ccc(NC(=O)CSc3ccccc3)cc2)n1	-14	1	2	-2	-0.1	-2	9	-30	2	-7
8	CC1CCN(CCCNC(=O)c2ccc(CS(=O)(=O)Cc3ccccc3F)o2)CC1	-1	-3	-3	0	-0.3	-4	-3	-2	-5	3
9	Cc1cnc(N)c2c(=O)oc3ccccc3c12	-31	-8	-130	6	1.8	-7	-7	-36	-12	6
10	O=C(CN1C(=O)C(=O)N(C2CCCC2)C1=O)Nc1ccccc1OC(F)F	1	4	0	-3	0.2	-3	0	-3	8	1
11	COc1ccc(-n2cccc2/C=C2\C(=N)N3N=C(c4ccco4)SC3=NC2=O)cc1	-19	4	-1	3	-0.3	2	-23	-24	6	-1
12	CC(Oc1ccc2c(-c3ccccc3)cc(=O)oc2c1)C(=O)NC(Cc1c[nH]c2ccc(O)cc12)C(=O)O (stereo not given)	-9	0	-2	1	0.1	9	3	-12	-17	-6
13	CCCCS(=O)(=O)N1C2=NC(C(=O)OCC)=C(C(=O)OCC)C3N(Cc4ccc(Br)cc4)c4ccccc4[C@]23C[C@H]1C(=O)OC (stereo not given in full)	-13	-1	-6	8	0.0	2	9	-14	3	-2
14	COn1c(-c2ccccc2)c(C=O)c2ccccc21	0	2	-4	0	-0.5	-1	-6	-4	2	1
15	Cc1ccc(C)c(NC(=O)C(=O)NCc2ccccn2)c1	-1	2	-6	6	-0.1	-5	-16	3	-6	0
16	O=C(NCc1ccccc1Cl)c1cnccn1	0	0	-4	0	-0.1	-3	-15	1	-3	-1
17	Brc1ccc(-c2cnco2)cc1	2	-1	1	3	0.6	-2	6	-4	5	2
18	CCOC(=O)Cc1nc(N2CCN(C=O)CC2)c2c(C)c(C(=O)OCC)sc2n1	-13	2	-2	-3	1.1	-4	·	-17	·	0
19	COc1ccc(CN2CCCC(N3CCc4ccccc4C3)C2)c(O)c1 (stereo not given)	-5	4	-1	6	0.0	0	8	-2	-5	-10
20	COc1ccc(NC2=NC3(CCCCC3)N=C(N)N2)cc1	0	3	-8	1	0.0	-5	-4	0	0	2
21	CN(CC(=O)Nc1ccc(Cl)c(C(F)(F)F)c1)C(=O)C1CSC2(C)CCC(=O)N12 (stereo not given)	0	3	-3	1	-0.3	0	15	-7	14	-7
22	NC(=O)/C(N=Nc1ccccc1)=N/Nc1ccccc1	1	2	1	-7	0.2	1	-3	-3	0	-2
23	O=C(Cc1ccccc1Cl)NCCN1C(=O)C2C3C=CC(C3)C2C1=O (stereo not given)	9.9*	-2	-5	7	-0.4	0	·	1	·	-8
24	CCc1nc2ccc(C(=O)N(C)Cc3ccco3)cn2c1N(CC)C(=O)NCCc1ccccc1	-1	0	2	-1	-0.6	0	2	-1	-11	1
25	CN1C(=O)c2ccc(NC(=O)c3ccc(Cl)cc3Cl)cc2C1=O	-80	-1	-32	-6	-62	-3	2	-128	1	-4
26	CCOc1c2ccc(C(=O)NCCCCc3ccccc3)cc2nn1CC	-273	9	-194	3	-28	-3	1	-395	3	3
27	CCOc1cccc(CNc2ccc(O)cc2)c1OCc1ccccc1Cl	-57	-1	-1	-4	-0.3	4	-8	-63	6	16*
28	C=CCn1cnc2c(c1=O)c1nc3ccccc3nc1n2/N=C/c1cc(OC)c(OC)c(OC)c1	-3	2	-8	-5	0.0	1	4	-5	14	-3
29	O=C(CSc1nnc(CNC(=O)c2cccs2)o1)Nc1cccc(Cl)c1	3	1	-1	7	-0.8	4	-14	-4	7	-3
30	COC(=O)c1sccc1N/C=C(\C#N)S(=O)(=O)C(C)(C)C	6	2	3	-1	-0.1	-1	-6	0	0	7

# Compounds 23 to 24 of the list above:
no.	canonical_smiles	PLC-gamma1 inh	UHRF1 MBD2 ctr	ADAM17 inh	MBD2 DNA inh	KLK7 zymogen act	Tn7 DDE FP	ARFGAP1 inh	PLC-beta3 inh	ASAP1 inh	Tn6 DDE FP
23	O=C(Cc1ccccc1Cl)NCCN1C(=O)C2C3C=CC(C3)C2C1=O (stereo not given)	9.9*	-2	-5	7	-0.4	0	·	1	·	-8
24	CCc1nc2ccc(C(=O)N(C)Cc3ccco3)cn2c1N(CC)C(=O)NCCc1ccccc1	-1	0	2	-1	-0.6	0	2	-1	-11	1

# (more compounds)
no.	canonical_smiles	PLC-gamma1 inh	UHRF1 MBD2 ctr	ADAM17 inh	MBD2 DNA inh	KLK7 zymogen act	Tn7 DDE FP	ARFGAP1 inh	PLC-beta3 inh	ASAP1 inh	Tn6 DDE FP
31	CN=C(NC)SC1CC(=O)N(c2ccccc2)C1=O (stereo not given)	6	2	2	2	-0.4	3	4	-1	-1	-9
32	OC(c1ccc(Cl)c(Cl)c1)c1ncc(-c2ccccc2F)[nH]1 (stereo not given)	0	-1	4	2	0.2	0	-1	7	9	0
33	CCOC(=O)c1ccccc1NC(=O)c1ccc(NS(C)(=O)=O)cc1	-25	-3	-1	2	0.3	-5	0	-38	8	6
34	COc1ccc(NC(=S)N/N=C/c2cccn2Cc2ccc(F)cc2)cc1	-3	2	-1	-1	-2.5	-8	-5	-3	-3	-1
35	Cc1ccc(C(=O)Cn2nnc3ccccc32)cc1[N+](=O)[O-]	-2	4	3	-1	0.3	-2	-5	-6	4	-3
36	CCC(=O)Nc1nc2cc(OC)ccc2s1	3	-1	-4	-6	-0.4	-1	7	-2	-13	4
37	O=C(NCCc1ccccc1)c1cc(-c2ccncc2)nc2ccc(S(=O)(=O)N3CCOCC3)cc12	4	0	1	-7	0.2	-4	0	-6	-1	6
38	CCOC(=O)N1CCN(C(=O)CN(CC)S(=O)(=O)c2cc(C)ccc2OC)CC1	1	-2	-1	-1	-0.7	-6	-1	-3	-3	3
39	Cc1ccnc(NC(=O)Cc2c(F)cccc2Cl)c1	-1	-1	4	-11	-0.2	5	13	-2	7	1
40	Cc1cccc(CN2CCc3c(OCC(=O)NCc4ccco4)cccc3C2=O)c1	-2	0	0	4	-0.9	-2	2	0	-9	-2
41	CCOc1cc(NC(=O)C2CCCO2)c(OCC)cc1NC(C)=O (stereo not given)	3	1	-4	3	0.1	2	1	-1	-10	1
42	c1ccc(-n2ncc3c(N4CCC5(CC4)OCCO5)ncnc32)cc1	1	0	-3	-1	0.1	-2	2	1	10	-1
43	CC1(CC(=O)N/N=C/c2ccc(-c3ccc(Cl)cc3)o2)OCCO1	-5	-1	-13	4	-0.5	2	-2	-7	-12	4
44	O=C(N1CCN(c2ccccc2)CC1)C1(S(=O)(=O)c2ccc(Cl)cc2)CC1	-2	2	0	7	0.5	-6	-5	-2	-13	-5
45	CC(NC(=O)C1CCCN1C(=O)OCc1ccccc1)c1ccccc1 (stereo not given)	4	-3	2	5	0.4	1	0	2	4	-2
46	CCCCc1nn2c(N)c(/C=C3\C=Nc4ccccc43)c(=O)nc2s1	-1	-3	-4	-5	0.9	1	1	3	6	-11
47	O=C(Nc1nc(-c2ccc(Cl)cc2Cl)cs1)C1CCCO1 (stereo not given)	5	8	6	-3	-0.3	3	-8	2	3	-9
48	C/C(=N/NC(N)=S)c1ccccc1[N+](=O)[O-]	2	0	-3	4	-0.2	0	-3	2	1	-2
49	CC(NC(=O)COc1ccccc1)C(=O)N1CCN(c2ccccc2)CC1 (stereo not given)	4	4	-9	9	0.2	4	7	-7	0	-6
50	CCCSc1nc(O)c(C(c2ccc(OC)c(O)c2)c2c(O)nc(SCCC)n(C)c2=O)c(=O)n1C	-3	3	-4	5	0.4	6	-4	-2	-5	3
51	N#C/C(=C(/O)COC(=O)c1cccnc1Cl)c1nc2ccccc2[nH]1	-8	-5	-4	-6	-0.5	3	18	-17	-1	-1
52	CCSc1nc(C)nc2c1oc1ccccc12	3	4	3	-5	-0.3	0	-8	10	-15	-6
53	CCOc1cc(NC(=S)NCCCN(C)C)c(OCC)cc1NC(=O)c1cccs1	-6	-2	1	2	0.0	-5	-2	-4	-7	-4
54	COc1cc2c(cc1OC)C(c1cccc([N+](=O)[O-])c1)N(C(=O)c1ccccc1C(=O)O)CC2 (stereo not given)	1	0	1	2	0.0	-4	6	1	5	-14
55	Cc1ccccc1/C=C/c1cc[n+](C)cc1	-31	5	-14	1	-0.9	-2	17	-30	-4	-9
56	COc1ccc(/C(C)=N/N2CCCCC2)c(O)c1	3	1	1	-6	-0.4	2	4	-4	6	1
57	COc1cccc(-c2nc(CS(=O)(=O)CC(=O)NCCc3ccc(OC)cc3OC)c(C)o2)c1	1	0	1	2	-0.6	3	-20	-8	-23	8
58	O=C(CSc1nc2ccccc2o1)c1ccccc1	1	-1	-2	-1	0.0	-10	10	2	-2	-12
59	COc1cccc(Cl)c1NC(=O)N1CCN(c2ccnc3cc(Cl)ccc23)CC1	-40	0	-1	-5	-0.8	0	4	-15	0	-1
60	CCN1C(=O)[C@@H]2[C@@H](c3ccc(SC4CCCCC4)cc3)N3CCC[C@@]3(C(=O)OC)[C@@H]2C1=O	-5	3	2	7	-0.1	-1	-8	-3	1	-9

# Assay outcomes from PubChem BioAssay.
